# High-throughput results from PubChem.
# PLK1 kinase inh: human PLK1 kinase inhibitors, primary screen, biochemical, TR-FRET. actives 0.53% (n = 97,000). inhibition, % at 10 µM. recombinant PLK1 kinase, TR-FRET peptide phosphorylation. Serine/threonine-protein kinase PLK1 (Homo sapiens), P53350;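 active means inhibition of 50% or more in the single-concentration screen; inactive means inhibition below 50%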;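 further: 0% = DMSO max control and 100% = H-89 dihydrochloride min control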
# cytoskel mod: modifiers of F-actin cytoskeleton organization, primary screen, imaging, HUVEC, phalloidin staining, high-content imaging. HUVEC TNFa F-actin phalloidin imaging. inhibition, % at 2 µM. actives 0.18% (n = 91,000);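 active means inhibition above the batch mean plus 3 SD and confirmed as a hit by visual image inspection, cut at about 30% in these data, passing the limit was not always enough; inconclusive means above the inhibition threshold but rejected on visual inspection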; further: strong numbers were not always called active
# VCAM1 TNFa inh: inhibitors of TNFa-induced VCAM1 expression, primary screen, imaging, HUVEC, TNFa stimulus, immunofluorescence | HUVEC TNFa-induced VCAM-1 immunofluorescence, high-content imaging | inhibition, % at 2 µM | actives 0.48% (n = 95,000) | AID 802, 2007;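 active means inhibition above the batch mean plus 3 SD, with images confirmed as a hit by eye, cut at about 37% in these data; inconclusive means inhibition above that limit but hit not confirmed in images; inactive means inhibition not above that limit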;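 further: 0% = TNF-stimulated DMSO wells and 100% = unstimulated control wells; not every result past the cut was called active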
# DAT uptake mod: changed hDAT dopamine uptake under cocaine IC80, either direction, primary screen, cocaine antagonist project, cell-based, LLC-PK1 hDAT, [14C]-dopamine uptake, MLSMR | LLC-PK1 hDAT cells, [14C]-dopamine uptake with cocaine IC80; actives deviate in either direction | B-score at 10 µM | actives 1.3% (n = 110,000);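 active means Z score or B-score, a plate-position-corrected score, falls beyond the plate's 99.7% confidence bounds, in either direction; inactive means both scores lie inside the 99.7% bounds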;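 further: scored against the spread of the other compound wells on the same plate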
# HUVEC tox IL1B: cytotoxicity in IL-1B stimulated HUVEC, primary screen, cytotoxicity control for IL-1B NFkB translocation project, imaging, Hoechst nuclear count, IL-1B stimulus; HUVEC cell count loss; cell count reduction, % at 2 µM; actives 0.41% (n = 94,000);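 active means cell count reduction more than 3 SD above the screen-wide mean, cut at about 70% in these data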;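 further: normalized per plate to untreated control cells as the no-loss baseline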
# TNFa cytotox: cytotoxicity in TNFa-stimulated HUVEC, primary screen, cytotoxicity control for VCAM1 expression modulator project, imaging, Hoechst nuclei count; AID 848, 2007; HUVEC TNFalpha-stimulated, Hoechst cell count; actives 0.17% (n = 93,000); cell count reduction, % at 2 µM;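 active means cell count reduction exceeding the screen mean by over 5 SD, scaled to untreated wells per plate, cut at about 78% in these data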;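 further: cells counted after 24 h of TNF alpha exposure following the 1 h pretreatment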
# sEH inh: soluble epoxide hydrolase inhibitors, primary screen, biochemical, human sEH | Bifunctional epoxide hydrolase 2 (Homo sapiens), P34913 | recombinant human sEH enzymatic activity assay | inhibition, % at 2 µM | actives 0.34% (n = 91,000); in the data active means inhibition above about 80%; further: values of inactives mirror those of a sister screen read the other way; many of its hits are not listed in these tables
# Target sequence (P34913 whole entry, looked up): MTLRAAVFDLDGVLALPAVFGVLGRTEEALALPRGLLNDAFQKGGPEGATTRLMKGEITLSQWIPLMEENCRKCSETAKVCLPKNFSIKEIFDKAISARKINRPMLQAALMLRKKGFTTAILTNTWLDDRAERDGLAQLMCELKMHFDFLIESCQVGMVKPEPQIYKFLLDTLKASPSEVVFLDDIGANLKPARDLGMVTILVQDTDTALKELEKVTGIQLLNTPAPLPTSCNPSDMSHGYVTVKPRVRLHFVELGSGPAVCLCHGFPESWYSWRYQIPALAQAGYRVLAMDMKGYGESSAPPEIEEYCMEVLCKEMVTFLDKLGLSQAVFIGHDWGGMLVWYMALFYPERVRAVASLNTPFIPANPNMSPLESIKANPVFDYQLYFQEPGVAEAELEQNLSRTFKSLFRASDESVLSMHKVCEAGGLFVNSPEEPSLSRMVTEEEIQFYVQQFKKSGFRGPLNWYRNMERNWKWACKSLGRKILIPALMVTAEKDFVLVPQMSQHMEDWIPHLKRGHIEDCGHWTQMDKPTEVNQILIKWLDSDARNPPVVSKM
# E coli WT exp: growth inhibitors of wild-type E. coli, primary screen, strain BW25113, expanded library, OD600; OD600 absorbance; growth inhibition, % at 100 µM; actives 0.15% (n = 98,000); AID 710, 2007;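 active means growth inhibition above about 50% at one test dose, limit read from the data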;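 further: growth measured after 20 h incubation at 37 °C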
# PLK1 PBD inh: Plk1 polo box domain binding inhibitors, primary screen, biochemical, fluorescence polarization. Serine/threonine-protein kinase PLK1 (Homo sapiens), P53350. Plk1 PBD phosphopeptide binding. inhibition, %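 (tested at about 20 µM)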. actives 0.13% (n = 97,000). AID 693, 2007; in the data active means inhibition above about 34%, passing the limit was not always enough
# Numbers without * were called inactive; ? = inconclusive; . = no result given.
SMILES,PLK1 kinase inh,cytoskel mod,VCAM1 TNFa inh,DAT uptake mod,HUVEC tox IL1B,TNFa cytotox,sEH inh,E coli WT exp,PLK1 PBD inh
COc1cccc(CC(=O)NCC2COc3ccccc3O2)c1OC (stereo unspecified),-12,43,4,-0.32,-127,-34,3,0,-22
CN(C)S(=O)(=O)c1ccc(NC(=O)N2CCN(c3ccccc3Cl)CC2)cc1,-6,14,6,-0.35,-21,-3,71,5,-39
O=C(CN(Cc1ccco1)C(=O)CNS(=O)(=O)c1ccccc1)NC1CCCCC1,-5,-12,2,-0.19,-4,2,.,3,-5
Cc1ccc(-c2cc(NC(=O)CCl)n(-c3ccccc3)n2)cc1,-4,-3,1,-0.89,-71,-13,6,-3,-6
O=C(Nc1ccc(N2CCOCC2)cc1)c1cccc(S(=O)(=O)N2CCCC2)c1,-12,0,5,-1.2,-14,-23,49,-9,-1
CC1(C)CC(=O)C(C(=O)/C=C/NCCc2ccccc2)C(=O)C1,1,3,14,-0.1,-28,-17,6,-3,0
CC(OC(=O)C1=COCCO1)C(=O)Nc1ccc(Oc2ccccc2)cc1 (stereo unspecified),-11,3,11,0.54,13,9,-4,-1,2
N#Cc1ccc(NC(=O)CCc2ccc(S(=O)(=O)N3CCOCC3)cc2)cc1,-6,3,-3,-0.15,3,-11,8,-12,-13
CC(=O)N1CCC2(CC1)C(C#N)=C(N)Oc1n[nH]c(CSc3ccc(C)cc3)c12,16,-19,19,-0.31,-43,-12,13,5,27
O/C(=C\Sc1nnc(Cc2ccccc2)o1)c1ccc(F)cc1,-14,-16,14,-0.072,8,-13,-7,6,-7
CCn1c(SCC(=O)NCc2ccccc2)nnc1-c1c[nH]c2ccccc12,-9,2,3,1.2,-5,-7,2,9,3
COc1cccc(-c2cnc(OC(C)(C)C)nc2OC(C)(C)C)c1,-9,25,-12,.,-2,-27,-9,-2,8
COc1ccc(-c2cc(C(F)(F)F)nc(SCCC(=O)N3CCCC3)n2)cc1,-8,4,-3,-1.1,0,-5,-7,.,6
Cc1ccc(S(=O)(=O)N2CCCC(c3nc(-c4ccc(C)o4)no3)C2)cc1 (stereo unspecified),-17,-1,-2,1.7,28,16,-17,-6,-5
O=C(Nc1cnn(Cc2ccccc2)c1)NC12CC3CC(CC(C3)C1)C2,-4,-8,-1,0.89,-14,-2,92*,9,-4

# Single records (already shown):
# COc1cccc(CC(=O)NCC2COc3ccccc3O2)c1OC (stereo unspecified) is listed as PLK1 kinase inh: -12; cytoskel mod: 43; VCAM1 TNFa inh: 4; DAT uptake mod: -0.32; HUVEC tox IL1B: -127; TNFa cytotox: -34; sEH inh: 3; E coli WT exp: 0; PLK1 PBD inh: -22
# O=C(Nc1ccc(N2CCOCC2)cc1)c1cccc(S(=O)(=O)N2CCCC2)c1 is listed as PLK1 kinase inh: -12; cytoskel mod: 0; VCAM1 TNFa inh: 5; DAT uptake mod: -1.2; HUVEC tox IL1B: -14; TNFa cytotox: -23; sEH inh: 49; E coli WT exp: -9; PLK1 PBD inh: -1

# Additional compounds:
SMILES,PLK1 kinase inh,cytoskel mod,VCAM1 TNFa inh,DAT uptake mod,HUVEC tox IL1B,TNFa cytotox,sEH inh,E coli WT exp,PLK1 PBD inh
Cn1c(CNc2ccc(Cl)cc2)nc2ccccc21,2,15,25,0.65,-25,-6,-11,18,1
COCCCN1C(=O)c2ccc(C(=O)Nc3ccc(OC)cc3)cc2C1=O,-4,.,0,-0.45,-13,-81,18,-6,-12
Cc1cccc(N(CC(N)=O)C2SC(=O)N(c3ccccc3)C2=O)c1 (stereo unspecified),-9,-12,3,-0.059,-2,-25,-9,6,8
O=C(Nc1ccccc1C(=O)O)c1ncn[nH]1,0,6,12,-0.57,13,24,13,2,-10
CC1CCCCN1c1nnc(NC(=O)c2cc(-c3ccc(Br)cc3)on2)s1 (stereo unspecified),-12,-14,2,1.2,-29,-4,1,-15,0
CCOc1cc2[nH]c(=O)n(CCC(=O)NCCc3ccc(OC)c(OC)c3)c(=O)c2cc1OCC,-10,-6,20,-0.33,-11,-13,12,0,1
CC(C)(C)OC(=O)N1CCCC1C(=O)N1CCCC1C(=O)N1CCCC1C(=O)O (stereo unspecified),-18,3,-2,-0.085,-5,-5,17,4,-16
Cn1c(C(=O)N2CCCc3ccccc32)cc2sccc21,-7,7,3,0.46,-10,-22,-5,3,-5
C=CCn1c(-c2ccc(OC)c(OC)c2)n[nH]c1=S,-3,.,.,1.6,-38,.,.,0,16
Cc1ccc(-c2noc(CCC(=O)NCc3ccco3)n2)cc1,9,-12,3,-0.3,2,-2,-12,-7,5
CCOCCCNC(=O)C(NC(=O)c1ccc2c(c1)OCO2)c1ccc(OC)cc1 (stereo unspecified),-7,16,22,-0.34,25,-37,1,5,-30
COc1ccc(OC)c(NC(=O)CSc2ncccc2C(=O)O)c1,1,-7,-1,-0.26,-10,-11,-1,-1,-12
Cc1ccc(-n2c(C)cc(C)c(C#N)c2=O)cc1Cl,-17,-16,6,-1.1,-17,7,10,-2,-12
C(=N\Nc1nc2ccccc2s1)/c1cccs1,-4,-2,?,0.8,.,-16,5,1,-10
O=C(NC1CC1)c1ccc2c(c1)NC(=O)c1ccccc1S2,-10,-27,8,0.28,14,-14,.,6,17
Cn1c(C(C#N)/C(=N\S(=O)(=O)c2cccs2)c2ccccc2)nc2ccccc21 (stereo unspecified),-7,-3,-20,-0.54,-13,-29,-13,-12,5
O=C(Nc1nc2cc(Cl)ccc2s1)C1CCCN(S(=O)(=O)c2cccc3cccnc23)C1 (stereo unspecified),-4,7,9,0.88,-4,-22,18,-1,5
CCOc1cc(NC(=O)c2ccco2)c(OCC)cc1NC(=O)Cc1cccc(OC)c1,-12,15,15,0.19,7,17,7,-4,-19
CC(C)C(c1nnnn1C1CCCCC1)N1CCOCC1 (stereo unspecified),-2,-19,-7,-0.0098,-13,3,-15,-11,-29
O=C(Nc1nnc(C2CCCCC2)s1)c1cccs1,-13,-6,-6,0.95,18,-7,17,-5,-3
O=C(CSc1cccs1)Nc1ccc2ccccc2c1,-4,18,-16,0.012,0,-16,5,11,30
COc1ccc(-n2c(COc3ccccc3)nnc2SCc2ccc(C#N)cc2)cc1,-8,-1,3,2.4,-14,10,-11,-29,23
CC(=O)NC(NC(C)=O)c1ccc(Br)cc1,-2,7,-9,0.15,-6,-26,20,5,-19
CCOC(=O)c1sc(NC(=O)c2cccnc2)c(C#N)c1C,-15,2,5,-1.5,0,-17,-25,-20,-1
Cc1ccccc1C(=O)N1CCN(c2ccc([N+](=O)[O-])c(NCc3ccco3)c2)CC1,-5,16,10,0.38,-2,-19,-3,-18,-39
CS(=O)(=O)Nc1ccccc1C(=O)NCc1ccco1,-11,-13,38,-0.011,11,2,13,8,-21
CCOc1ccc2nc(NCCNC(=O)Nc3cccc(C)c3)c(C#N)cc2c1,-17,-5,-35,-1.5,-17,-18,8,-1,-18
N/C(=N\OC(=O)Nc1ccccc1)c1ncc(C(F)(F)F)cc1Cl,6,.,-10,0.0074,-1,-41,6,-3,6
COC(=O)c1ccccc1NC(=O)CN(Cc1ccc(Cl)cc1)S(C)(=O)=O,0,5,-1,-0.35,13,-5,-6,-14,-17
CSc1ncccc1C(=O)OCc1ccc(C#N)cc1,-6,6,-13,-1.8,-6,-16,10,-9,-13
Clc1cccc(NC2=NCCC2)c1,-14,12,-5,-0.028,6,-14,-4,-18,0
O=C(c1cccs1)N1CCN=C1SCc1ccccc1,-13,-16,6,-1,15,-2,-6,-7,0
CCCCOC(=O)N1CCOCCOCCN(C(=O)OCCCC)CCOCCOCC1,-10,-21,-2,0.25,-8,-18,4,6,-9
COc1ccc(S(=O)(=O)N2CCCCCC2)cc1C(=O)OCc1c(C)noc1C,-17,-39,5,0.91,-6,12,4,-11,-3
COc1ccc(C2=C(C#N)C(=O)OC2)cc1,-4,.,20,-0.29,-14,8,-13,-4,-11
COc1ccccc1C(=O)NCc1ccncc1,-9,47,6,-1,7,-9,-3,1,4
CC1CCC/C(=N\NC(=S)NCc2ccccc2)C1 (stereo unspecified),-13,2,5,0.99,1,-20,-19,2,17
O=C(c1cc(-c2ccccc2O)on1)N1CCc2ccccc2C1,-11,11,10,-0.62,-41,-38,6,5,-2
CCOc1cc(C)c(S(=O)(=O)Nc2ccc3cn[nH]c3c2)cc1C,1,11,-5,-2.4,8,-6,-2,0,-19
CCCn1c(SCC(=O)Nc2ccccc2N2CCOCC2)nc2c1c(=O)n(C)c(=O)n2C,-6,-5,-2,0.42,36,-10,16,.,8
CCCCCCSC1=C(C#N)C(c2ccc(O)cc2)CC(=O)N1 (stereo unspecified),-18,14,-1,0.12,-19,-38,-13,-4,4
O=C(NCCCn1ccnc1)c1cc2nc(-c3ccc(Br)cc3)cc(C(F)(F)F)n2n1,-13,-10,2,2.6,-38,8,5,.,-12
CCC(c1nnnn1Cc1ccco1)N(CCc1ccccc1)Cc1cc2ccc(OC)cc2[nH]c1=O (stereo unspecified),-9,7,-1,0.6,-39,-4,13,-10,-26
CCOC(=O)c1c(C)nc2c(C)cccn12,4,12,-1,-0.012,-34,2,-3,-1,1
O=C(NCCCN1CCCC1=O)c1cc(NS(=O)(=O)c2ccc(F)cc2)cc(NS(=O)(=O)c2ccc(F)cc2)c1,-14,5,5,-0.37,8,-11,2,3,-8
COC(=O)c1nn(-c2ccccc2)c(Sc2ccc(C)cc2)c1/C=N/O,-4,-22,14,-0.5,11,-7,2,-6,-5
Cc1ccc(S(=O)(=O)NCCCNC(=O)N2CCOCC2)cc1,-12,-7,3,1.5,-19,-2,8,1,6
CCC1Sc2ccccc2N(CC(=O)NCCC(C)C)C1=O (stereo unspecified),-7,13,10,0.36,6,-30,28,4,0
COCCCNC(=O)C1CC(=O)N(CCc2ccc(OC)c(OC)c2)C1 (stereo unspecified),-7,20,1,-0.57,22,-4,-14,-1,-5
Cn1nc(C(=O)NC2=NCCS2)ccc1=O,-10,-10,-4,1,4,-24,0,2,15
CCn1c(SCC(=O)NCC2CCCO2)nnc1-c1ccccc1 (stereo unspecified),-8,-4,10,0.47,1,-6,7,-7,-19
CCCn1c(SCc2nc3sc(C)c(C)c3c(=O)[nH]2)nc2ccccc2c1=O,1,30,2,-0.49,-9,-6,.,-1,-14
Cc1ccc2[nH]c3c(c2c1)CCC3=O,-14,15,50*,-0.13,-4,2,4,2,-7
CCCCc1nnc(SCc2ccc(OCC)cc2)n1N,-3,-10,2,-0.057,.,-10,.,-1,12
COc1ccc(NS(=O)(=O)c2ccc(NC(C)=O)cc2)cc1OC,-3,-9,7,-0.032,7,-13,.,3,-40
O=C(NN=C1CCCCCCC1)C(=O)NC1CCCCC1,-9,-33,5,-0.0083,-72,11,9,-3,-1
Cc1ccccc1C(=O)Oc1cccc(Nc2ncnc3ccccc23)c1,-7,.,.,0.37,-14,.,-10,.,-11
Cc1ccc2c(C(=O)CN3CCC4(CC3)OCCO4)c(C)[nH]c2c1,3,4,16,1.5,11,-8,-1,-11,-49
Cn1c(=O)c2c(ncn2CC(=O)Nc2ccccc2N2CCOCC2)n(C)c1=O,1,14,-11,-1.4,-143,-5,-15,-2,-2
